CCT modulator: modulators of cytosolic chaperonin (CCT/TRiC) activity | purified chaperonin ATPase assay, HTRF ADP detection, 30 min | activity change, % (concentration not given with the values), hits read low | hit rate 0.3% among 360,000 | AID 651819; in the data active = activity change below about -30%; note: % is set by controls: 0 for no effect and ±100 for the full control effect
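Nucleotide hydrolysis assay: TRiC at 20–40 nM final (set by batch activity) with 10 uM ATP, 30 min at 37 °C, in presence of 76 uM compound. Detection by competitive ADP HTRF, 30 min ambient.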
PI5P4K alpha inh: inhibitors of human PI5P4K alpha; P48426; PI5P4Kalpha enzyme, ADP-Glo luminescence, 60 min; hits give low values; max response, %; hit rate 1.2% among 330,000; AID 652105; active = max response of -50% or lower; inconclusive = between -30% and -50%; inactive = -30% or higher; note: value at the top dose of about 77 µM; % is set by controls: 0 for no effect and ±100 for the full control effect
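qHTS, 1536-well: enzyme/substrate mix, compound by pin tool, 5 microM ATP final; RT 60 min; ADP-Glo reagents 1 (45 min) then 2 (30 min); luminescence.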
EPAC2 antag: blocks human EPAC2 exchange factor | Q8WZA2 | EPAC2 GEF exchange of Rap1B-BODIPY-GDP, fluorescence | Potency, µM (highest dose often 114 µM), without a hit: at the highest dose activity, negative = inhibition, actives largely listed as inhibitors | hit rate 0.18% among 360,000; note: potency is the fitted concentration of half-maximal effect; % is set by controls: 0 for no effect and ±100 for the full control effect; nearly all actives have a fitted effect of over 45% in size; many of its hits are not listed in these tables
WRN inhibitor: blocks human WRN helicase; Q14191; WRN helicase unwinding, fluorescent forked duplex, kinetic; Potency, µM (highest dose often 114 µM), inactives show at the top dose activity change, negative = inhibition, actives largely listed as inhibitors; hit rate 0.46% among 360,000; note: potency is the fitted concentration of half-maximal effect; % is set by controls: 0 for no effect and ±100 for the full control effect; nearly all actives have a fitted effect of over 55% in size
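Fluorescence dequenching readout, ex 525 nm/em 598 nm, kinetic mode: forked duplex DNA (100 nM final) with adjacent fluorophore and quencher unwound by WRN (20 nM final) with 2 mM ATP. Compound preincubation 15 min, room temperature.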
PLK1 PBD inh: PLK1 (human) polo-box domain binding inhibition; P53350; hit rate 2.8% among 360,000; Potency, µM, for the others: max response, negative = inhibition, actives largely listed as inhibitors; AID 720504; Plk1 PBD binding of FITC phosphopeptide, fluorescence polarization; note: potency is the fitted concentration of half-maximal effect; series mostly up to about 57 µM; % is set by controls: 0 for no effect and ±100 for the full control effect; nearly all actives have a fitted effect of over 65% in size
MmCpn inh: M. maripaludis TRiC chaperonin inhibition. purified Mm-Cpn ATPase, ADP Transcreener TR-FRET. Potency, µM (series often up to 76.9 µM), for the others: top-dose activity, negative = inhibition, actives largely listed as inhibitors. hit rate 0.031% among 330,000. AID 504842; note: potency is the fitted concentration of half-maximal effect; % is set by controls: 0 for no effect and ±100 for the full control effect; nearly all actives have a fitted effect of over 80% in size
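ATPase read-out: TR-FRET ADP immunoassay (anti-ADP Eu cryptate vs ADP-d2), ex 320 nm, em 590/665 nm; signal drops as ADP forms. Enzyme 25 nM, ATP 10 uM, 30 min at 37°C after 10 min compound preincubation.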
EPAC1 antagonist: EPAC1 (human) antagonism | Potency, µM (highest dose often 115 µM), for the others: top-dose activity change, negative = inhibition, most hits filed as inhibitors | O95398 | hit rate 0.14% among 360,000 | EPAC1 GEF assay, Rap1b-BODIPY-GDP exchange fluorescence;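 note: potency is the fitted concentration of half-maximal effect; plate controls were vehicle for no effect and positive control for full effect; nearly all actives have a fitted effect of over 50% in size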
Target sequence (O95398 whole entry, looked up): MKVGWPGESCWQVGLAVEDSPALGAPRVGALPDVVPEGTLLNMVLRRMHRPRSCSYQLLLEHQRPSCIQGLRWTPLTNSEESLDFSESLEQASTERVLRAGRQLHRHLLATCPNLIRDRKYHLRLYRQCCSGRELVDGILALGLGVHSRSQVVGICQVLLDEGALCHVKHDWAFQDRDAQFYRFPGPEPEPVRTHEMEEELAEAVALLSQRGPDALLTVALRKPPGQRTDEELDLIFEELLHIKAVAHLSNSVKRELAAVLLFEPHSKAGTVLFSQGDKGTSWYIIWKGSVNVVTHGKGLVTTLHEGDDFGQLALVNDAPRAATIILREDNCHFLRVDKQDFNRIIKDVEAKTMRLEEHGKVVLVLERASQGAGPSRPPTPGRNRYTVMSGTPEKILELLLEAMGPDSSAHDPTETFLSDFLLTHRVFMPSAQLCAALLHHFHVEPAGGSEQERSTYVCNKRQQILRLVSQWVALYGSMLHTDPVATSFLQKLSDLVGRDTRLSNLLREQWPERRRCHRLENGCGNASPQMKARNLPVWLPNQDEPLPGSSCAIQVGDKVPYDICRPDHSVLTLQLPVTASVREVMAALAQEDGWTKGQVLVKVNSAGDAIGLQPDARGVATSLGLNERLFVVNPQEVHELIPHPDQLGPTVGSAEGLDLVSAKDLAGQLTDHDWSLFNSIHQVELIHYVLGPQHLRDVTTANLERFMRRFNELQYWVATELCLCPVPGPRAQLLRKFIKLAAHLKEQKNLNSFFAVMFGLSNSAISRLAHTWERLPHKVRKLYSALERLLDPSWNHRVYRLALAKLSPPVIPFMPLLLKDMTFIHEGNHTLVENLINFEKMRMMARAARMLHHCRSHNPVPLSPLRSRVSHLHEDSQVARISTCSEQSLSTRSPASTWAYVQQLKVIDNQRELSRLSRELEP
EPAC1 ag: activates human EPAC1 exchange factor; O95398; EPAC1 agonist qHTS, biochemical assay; response scale: 100% = response to 6.5 mM cAMP; Potency, µM (titrated, usually from 154 µM), inactives show at the top dose activation, hits mostly activators; hit rate 0.073% among 360,000; AID 720707; note: potency is the fitted concentration of half-maximal effect; nearly all actives have a fitted effect of over 60% in size
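Nucleotide exchange by EPAC1 (100 nM) on Rap1B–BODIPY-GDP (250 nM) in the presence of 50 uM GDP is tracked fluorescently at 480/540 nm over 30 min. Signals are normalized to a 6.5 mM cAMP control.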
* hit, by the source's call; ? = inconclusive; / = no result given; [ ] = remark or other dose. Unless noted, calls come from the whole dose curve; as a rule, active = well fitted curve in the direction sought with a large enough effect; inconclusive = small, poorly fitted or top-dose-only effect, or another doubt; inactive = no such curve, though single readings can be large; an effect the other way counts as inactive or inconclusive. Only part of the results is shown (hit frequency here may not be typical).

Under each structure – EPAC2 antag, EPAC1 ag, PI5P4K alpha inh, PLK1 PBD inh, EPAC1 antagonist, CCT modulator, WRN inhibitor, MmCpn inh
COc1ccc(-n2cnc3scc(-c4ccc(OC)c(OC)c4)c3c2=O)cc1
    ?, 2%, 2, -4%, -23%, 3.1, -6%, -8%
O=C(CN1c2cccc3cccc(c23)S1(=O)=O)Nc1ccccc1
    3%, 5%, 6, -4%, 19%, -4.4, -5%, -11%
COc1ccc(C(=O)NCC(=O)OCC(=O)NCCC2=CCCCC2)cc1
    -8%, -8%, 1, -16%, -4%, 0.5, -5%, 1%
CC1CC(C)C[N+](=C2C=C(N3CCCC3)CC(C)(C)C2)C1 (centres undefined)
    4%, 9%, ?, -26%, -11%, -0.6, -2%, 2%
CN(CC(=O)Nc1cccc(F)c1)C(=O)CNC(=O)Cc1cccc2ccccc12
    -7%, 5%, 3, -2%, 3%, -4.8, -6%, -1%
CCOC(=O)N1CCN(C(=O)C(NC(=O)c2ccco2)C(C)C)CC1 (centres undefined)
    -5%, 8%, 3, -1%, 0%, -1.2, 7%, 0%
N#Cc1c2c(c(-c3ccco3)[nH]c1=O)CCCC2
    16%, -3%, /, -10%, 7%, -2.9, ?, 0%
CCOC(=O)C1=C(N)Oc2c(oc(CO)cc2=O)C1c1ccccc1 (centres undefined)
    -1%, -4%, -6, -9%, -7%, -0.3, -8%, -2%
O=S(=O)(c1ccc(F)cc1)N1CCN(CCc2ccccc2)CC1
    -2%, 4%, -5, -6%, -3%, 1.2, -21%, -4%
CC(Sc1nnnn1C)C(=O)Nc1ccc(Oc2ccccc2)cc1 (centres undefined)
    -11%, 9%, 0, -4%, -1%, -4.9, -6%, -2%
C[C@H](NC(=O)c1[nH]cnc1C(=O)N[C@H](C)c1ccccc1)c1ccccc1
    -17%, 1%, -1, 3%, -8%, 1.1, -9%, -6%
CSC1=NCCN1C(=O)c1ccc(C)cc1
    6%, 3%, 1, 2%, -7%, -1.9, 1%, -1%
CCOc1ccc2oc(C(=O)O)c(C)c2c1
    3%, 2%, -25, 4%, -6%, -1.5, -5%, 0%
Cn1nnnc1SCC(=O)Nc1ccc(N2CCOCC2)cc1
    9%, -7%, /, -3%, 6%, 2.7, 7%[57.1 µM], -2%
COC(=O)CN1C(=O)COc2ccc(S(=O)(=O)N3CCCC3)cc21
    10%, 0%, -14, 1%, 4%, 0.2, 1%[57.1 µM], -1%
O=C(CSc1nncs1)NC(=O)NCc1ccco1
    2%, 0%, 7, -1%, -15%, -0.4, -5%, 2%
O=C(CCCCCN1C(=O)c2ccccc2C1=O)NCc1ccccn1
    7%, 0%, -2, -5%, -7%, 0.1, 2%, 1%
O=C(Nc1cccc(S(=O)(=O)N2CCCCC2)c1)c1c2c(nc3ccccc13)CCN(Cc1ccccc1)C2
    -7%, 1%, 3, 0%, -21%, 0.9, -17%, -9%
O=C(C[n+]1ccccc1)N/N=C/c1ccc(Br)cc1
    9%, 6%, 3, -9%, -17%, -1.0, -3%, 3%
O=C(Cn1nnc(-c2ccccc2)n1)N/N=C/c1ccco1
    9%, 6%, 8, 2%, 20%, -0.7, -6%, 1%
Cn1cccc1C(=O)OCC(=O)NCCc1ccc(S(N)(=O)=O)cc1
    15%, -7%, 1, 1%, 8%, 0.1, -2%, 0%
COc1ccccc1N1CCCSC1=Nc1ccccc1
    -8%, -4%, 3, 8%, 4%, 1.5, 11%, /
O=C(CCCn1c(=O)[nH]c2cc(Cl)ccc2c1=O)NCCCN1CCCC1=O
    6%, -5%, 1, -6%, -1%, -1.1, -5%, -2%
COC(=O)c1ccc(Oc2cc(C)nc(NCc3ccccc3)n2)cc1
    -3%, 2%, 1, 0%, 5%, 1.3, -6%, -24%
O=C(CC[C@H]1O[C@@H](n2ccc(=O)[nH]c2=O)[C@H](O)[C@@H]1O)N[C@H](Cc1ccccc1)C(=O)NCCCN1CCCC1=O
    -9%, -10%, 1, -13%, -9%, 0.3, -15%, /
Cc1cc(C)cc(OCC(=O)OCC(=O)N(C)CC(=O)Nc2ccc(F)cc2)c1
    1%, ?, 3, 2%, -15%, -3.2, -12%, -2%
COc1cc(C(=O)NNC(=O)CN2C(=O)NC3(CCCC3)C2=O)cc(OC)c1OC
    6%, 13%, 1, -3%, -4%, 0.6, -3%, 1%
CCOc1ncccc1C(=O)Nc1ccc(S(=O)(=O)N2CCCC2)cc1
    -9%, 1%, 1, -14%, 7%, -1.8, -3%, 1%
C1CCc2c(nc3nnnn3c2NC2CCCC2)C1
    15%, 0%, 6, -6%, -28%, -3.9, 2%, -1%
COC(=O)c1ccccc1NS(=O)(=O)c1c(C)noc1C
    5%, 1%, -4, 5%, -11%, -2.0, 0%, 0%
CCOC(=O)/C(C#N)=C/Nc1cc(C(C)(C)C)sc1C(C)=O
    4%, 0%, -4, -5%, 7%, -0.7, -3%, 2%
O=C(O)CC(NC(=O)Cc1ccccc1)c1ccccc1 (centres undefined)
    4%, -10%, 4, -2%, 8%, 1.2, 9%, -1%
Cc1ccc2c(c1)N(CC(=O)c1cccc(Cl)c1)C(=O)C(C)O2 (centres undefined)
    -1%, 1%, 3, 0%, 6%, -0.7, -10%, 0%
CC(C)C(NC(=O)c1ccc(C(C)(C)C)cc1)C(=O)Nc1ccc(N2CCOCC2)cc1 (centres undefined)
    9%, -10%, -1, -5%, -30%, 2.1, -4%, 0%
CCOC(=O)C1CCN(C(=O)Cc2ccc(-c3ccccc3)cc2)CC1
    -17%, 9%, 5, 0%, 6%, 1.0, 4%, -2%
Cc1ccnc(NC(=O)CN2C(=O)c3ccccc3S2(=O)=O)c1
    -1%, 8%, 2, 6%, -4%, -1.8, 1%, 1%
Nc1nc(-c2nc3ccccc3[nH]2)cs1
    -1%, -5%, -6, -10%, 3%, -0.3, -8%, 0%
O=C(Nc1nnc(Cc2ccc(Cl)cc2)s1)C1CCCO1 (centres undefined)
    7%, -12%, 5, 24µM*, 8%, -1.8, -6%, -15%
COC(=O)c1cc(NC(=O)CC2NC3CCCCC3NC2=O)cc(C(=O)OC)c1 (centres undefined)
    -3%, 1%, /, -12%, 1%, -5.3, -5%, -1%
CCCCCCN1C[C@H](O)[C@@H](n2cc(-c3ccc(F)cc3)nn2)C[C@@H]1c1ccccc1
    -14%, -14%, 22, 7%, -7%, -1.3, -9%, /
CCOC(=O)N1CCN(Cc2cc(=O)oc3cc4c(cc23)CCC4)CC1
    -13%, 1%, -7, -4%, 1%, 0.3, -4%, ?
CCOC(=O)c1c(C)c(C(=O)N2CCCCCC2)c(C)n1C
    7%, 4%, /, -4%, 0%, 0.9, -1%, -2%
CC1CCCCC1NC(=O)CSc1nnnn1C (centres undefined)
    3%, 5%, 0, -10%, -6%, -0.4, 2%, -2%
CCC1CCc2sc(C(=O)NCC3CCCO3)cc2C1 (centres undefined)
    3%, -9%, -4, -2%, -4%, -8.0, -3%, -2%
O=C(Nc1cccc2nsnc12)c1ccc2c(c1)OCCO2
    -4%, 21%, /, -3%, -14%, -0.8, -12%, -9%
Cn1c(=O)c2c(nc(N/N=C/c3cccnc3)n2Cc2ccccc2)n(C)c1=O
    -1%, 1%, 0, -5%, 0%, 0.8, 13%, 0%
CCc1nnc(NC(=O)CSc2nnc(-c3ccncc3)n2C)s1
    -9%, 8%, 1, -9%, -5%, -1.7, -1%, 1%
Cc1ccc2cccc(CC(=O)NN)c2c1
    -17%, -7%, 25, 4%, -16%, 1.8, 2%, /
Cc1cccc(-n2cnc3sc(C)c(C)c3c2=O)c1
    3%, 2%, 3, -8%, -22%, 0.9, -24%, 0%
COc1ccc(Cn2cc(CN3CCS(=O)(=O)N(Cc4ccc(-c5cccc(Cl)c5)cc4)C(C)C3=O)nn2)cc1 (centres undefined)
    -10%, 4%, 16, -2%, -17%, 0.1, -14%, /
CCCCSc1nc2sc3c(c2c(=O)n1-c1ccc(OC)cc1)CCN(C)C3
    -2%, 2%, -3, ?, -14%, -1.7, -13%, -1%
CCC(=O)N1c2ccccc2NC2=C(C(=O)CC(c3ccco3)C2)C1c1ccco1 (centres undefined)
    1%, -4%, -10, -5%, 6%, 0.2, -1%, -2%
COC(=O)C(NS(=O)(=O)c1ccccc1Cl)c1ccccc1 (centres undefined)
    27%, -2%, 7, -3%, 11%, 2.0, 1%, 2%
CN(C(=O)COC(=O)COc1ccc(Cl)cc1)C1CCCCC1
    -3%, -19%, 13, -4%, -1%, -3.6, 10%, -3%
COc1ccc(Br)cc1S(=O)(=O)Nc1ncccc1C
    -5%, -15%, -25, 30µM*, -26%, -0.5, -2%, 1%
CCC(CO)Oc1cc(NC(=O)c2ccccc2N)c2ncn(C(C)C)c2c1 (centres undefined)
    10%, -11%, -3, -10%, -7%, 0.4, 4%, 0%
O=C(NCCCN1CCOCC1)c1cc2nc(-c3ccco3)cc(C(F)(F)F)n2n1
    -2%, 8%, -3, -9%, -8%, -0.3, -7%, -4%
CCc1n[nH]c(=O)n1Cn1c(CC)n[nH]c1=O
    6%, -5%, -3, -2%, -2%, 2.6, 5%[57.1 µM], -1%
Cc1ccc(-n2c(C)cc(C(=O)COC(=O)c3ccc[nH]c3=O)c2C)cc1C
    2%, 9%, -9, -7%, 3%, -0.8, 3%, 2%
CC(=O)Nc1c2c(nn1-c1ccccc1C)CS(=O)(=O)C2
    10%, -2%, -7, -3%, 13%, 0.5, 13%, 1%

(cont.)
Under each structure – EPAC2 antag, EPAC1 ag, PI5P4K alpha inh, PLK1 PBD inh, EPAC1 antagonist, CCT modulator, WRN inhibitor, MmCpn inh
CCOC(=O)c1c(C)[nH]c(C)c1C(=O)COC(=O)/C=C/c1ccc(OC)cc1
    -8%, 2%, 7, -8%, -13%, -2.4, 9%, 1%
CN(C)/N=C/c1ccc(Sc2ccccc2[N+](=O)[O-])o1
    -17%, 21%, -2, 6µM*, ?, -0.4, 0%, 1%
COc1cc([N+](=O)[O-])ccc1NC(=O)/C=C/C(=O)O
    -2%, 10%, 1, -10%, 8%, -0.3, -5%, 0%
COc1ccc(OCc2cc(C(=O)N(C)Cc3cc(C)no3)no2)c(Cl)c1
    -12%, -10%, -5, 2%, -16%, -0.6, 2%, ?
COc1cccc(CN2CC(C(=O)NCCc3ccc(C)o3)CCC2=O)c1 (centres undefined)
    1%, 6%, 3, -7%, 0%, -2.0, -16%, 3%
CCN1CCC(NCCc2ccc(F)cc2)CC1
    2%, 10%, -3, 5%, 5%, 0.7, 1%, 0%
CC1=C(C(=O)N(C(C)C)C(C)C)CC(CC(=O)NCc2ccco2)C(=O)N1CCC1=CCCCC1 (centres undefined)
    -12%, -2%, 2, 4%, 8%, -1.8, 5%, /
Cn1ncc(Br)c1C(=O)NC1CCCCC1
    3%, -3%, -1, 0%, 7%, -0.8, -7%, 0%

Bioassay records deposited in PubChem BioAssay by National Center for Advancing Translational Sciences (NCATS).
